Tat transport: E. coli Tat export inhibitors, primary screen, MC4100, TorA-mCherry reporter, fluorescence, single point | inhibition, % at 10 µM | 340,000 tested, 0.036% active | AID 488895, 2010;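 active = mean replicate inhibition at least 50% and at least half of replicates individually reaching 50%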;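 also: exported cargo escapes ClpAP degradation while cytoplasmic cargo is degraded and loses fluorescence; 0% = median of neutral control wells and 100% = median of NaSCN control wells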
phage Ecoli inh: growth loss of phage-infected E. coli, primary screen, RecBCD inhibitor project, absorbance, with phage, HTS | inhibition, % at 11.9 µM | 360,000 tested, 0.26% active | AID 651602, 2012; in the data active = inhibition above about 11%
SR-BI DiI-HDL act: activators of SR-BI mediated DiI-HDL uptake, primary screen, ldlA[mSR-BI] CHO cells, DiI fluorescence | 3 h; 100 = double the neutral-control signal | activation, % at 12.5 µM | 320,000 tested, 0.096% active | AID 504775, 2011;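 active = mean replicate activation of at least 60% and every replicate at or above 60%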;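 also: 0% = median plate neutral-control signal and 100% = twice that signal; values of inactives mirror those of a sister screen read the other way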
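Assay system: LDL receptor-deficient CHO ldlA cells overexpressing murine SR-BI / Medium: BSA-supplemented, HEPES-buffered Ham's F12, pH 7.4 / Probe or stimulus: DiI-labelled HDL at 10 µg/mL final / Timing: compound with DiI-HDL co-incubation, 3 h at 37 °C / Technique: bottom-read cell fluorescence after medium removal, ex 550/em 595 nm / Measure: HDL uptake via cellular fluorescence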
Wnt act: Wnt/beta-catenin pathway activators, primary screen, cell-based, plate reader, single point; activation, % at 9.35 µM; AID 743398, 2014; Wnt/beta-catenin reporter cell assay, activator; 300,000 tested, 1.2% active; in the data active = activation above about 30%, passing the limit was not always enough;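 also: 0% = neutral control wells and 100% = positive control wells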
SR-BI HDL uptake: inhibitors of SR-BI mediated HDL lipid uptake, primary screen, ldlA[mSR-BI] cells, fluorescence, single point; Scavenger receptor class B member 1 (Mus musculus), Q61009; ldlA[mSR-BI] CHO cells, DiI-HDL uptake fluorescence, 3 h; inhibition, % at 12.5 µM; 320,000 tested, 0.96% active; AID 488896, 2010;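 active = mean replicate inhibition of at least 70% and a set share of replicates each scoring 70 or more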;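 also: 0% = median of neutral control wells and 100% = median of positive control wells; values of inactives mirror those of a sister screen read the other way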
Target sequence (Q61009 whole entry, looked up): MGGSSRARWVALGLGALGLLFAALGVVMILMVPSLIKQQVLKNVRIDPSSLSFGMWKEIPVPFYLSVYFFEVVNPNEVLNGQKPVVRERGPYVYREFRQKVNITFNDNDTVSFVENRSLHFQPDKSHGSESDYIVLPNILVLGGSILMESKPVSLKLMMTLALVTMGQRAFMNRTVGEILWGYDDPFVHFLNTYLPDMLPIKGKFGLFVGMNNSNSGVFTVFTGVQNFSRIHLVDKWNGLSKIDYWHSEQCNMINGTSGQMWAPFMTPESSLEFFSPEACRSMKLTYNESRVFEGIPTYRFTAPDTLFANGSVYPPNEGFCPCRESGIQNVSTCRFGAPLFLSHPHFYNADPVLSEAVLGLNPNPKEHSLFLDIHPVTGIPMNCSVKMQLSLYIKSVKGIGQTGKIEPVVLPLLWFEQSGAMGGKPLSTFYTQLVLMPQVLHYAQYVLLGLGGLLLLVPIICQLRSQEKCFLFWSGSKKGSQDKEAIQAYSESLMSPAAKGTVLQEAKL
CAL PDZ FP-1: untagged CAL PDZ binding inhibitors, primary screen, biochemical, fluorescence polarization, HTS. purified CAL PDZ, TMR-peptide fluorescence polarization, 1 h. Golgi-associated PDZ and coiled-coil motif-containing protein (Homo sapiens), Q9HD26. inhibition, % at 24.9 µM. 300,000 tested, 0.92% active. AID 602252, 2012;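 active = mean inhibition of at least 30% with at least half of replicates also reaching 30%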;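 also: 0% = DMSO neutral control and 100% = excess unlabeled competitor peptide PRC23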
E coli growth: E. coli V3065 growth inhibition, primary screen, counter-screen for AddAB inhibitor project, absorbance, OD600. 18 h. inhibition, % at 11.9 µM. 330,000 tested, 0.27% active;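 active = inhibition above the campaign's mean inhibition across all tested compounds plus 3 SD, cut at about 9.9% in these data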;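 also: uninfected addAB+ strain grown without phage in ampicillin broth; 0% = DMSO wells and 100% = ciprofloxacin 0.95 µg/ml wells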
MITF act: activators of MITF-driven TRPM1 promoter reporter, primary screen, cell-based, SK-MEL-5, luciferase, single point; SK-MEL-5 TRPM1-promoter luciferase, 24 h; % of positive control, neutral wells = 0; activation, % at 12.5 µM; 300,000 tested, 0.75% active; AID 588334, 2011;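 active = mean activation of at least 80% with every replicate also reaching 80%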;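 also: 0% = neutral control wells and 100% = parthenolide positive control wells; values of inactives mirror those of a sister screen read the other way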
CAL PDZ FP-2: CAL PDZ peptide-binding inhibitors, primary screen, biochemical, fluorescence polarization, Cer-tagged CAL PDZ, HTS; purified CAL PDZ, TMR-peptide fluorescence polarization, 1 h; inhibition, % at 20 µM; 330,000 tested, 0.02% active; AID 504414, 2011;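 active = highest replicate inhibition of at least 40%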;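 also: plate controls were DMSO neutral control wells for no effect and unlabeled competitor peptide control wells for full effect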
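System: tagged CAL PDZ domain. Schedule: 1 h room-temperature incubation prior to read. Signal: fluorescence polarization (mP). Measure: percent inhibition from loss of millipolarization.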
AddAB inh: growth inhibition of E. coli expressing H. pylori AddAB, primary screen, AddAB inhibitor project, absorbance; inhibition, % at 11.9 µM; 330,000 tested, 0.29% active; AID 435030, 2010; in the data active = inhibition above about 12%;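 also: 0% = vehicle wells of infected cells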
* hit, by the source's call; . = no result given.

| SMILES | Tat transport | phage Ecoli inh | SR-BI DiI-HDL act | Wnt act | SR-BI HDL uptake | CAL PDZ FP-1 | E coli growth | MITF act | CAL PDZ FP-2 | AddAB inh |
| --- | --- | --- | --- | --- | --- | --- | --- | --- | --- | --- |
| C[C@H](CO)N1C[C@H](C)[C@@H](CN(C)C)Oc2c(NS(=O)(=O)c3ccccc3)cccc2C1=O | -1 | 1.1 | 53 | -3 | -53 | 0 | 0.0 | 13 | 0.4 | 0.4 |
| Cc1cc(CCC(=O)O)c(C)cc1CCC(=O)O | 3 | 1.7 | 24 | . | -24 | -1 | -3.9 | 6 | -0.1 | -3.1 |
| COc1ccc(S(=O)(=O)NC(CC(=O)N2CCc3ccccc32)c2ccco2)cc1 (centres undefined) | -3 | 2.8 | -22 | . | 22 | -1 | -1.0 | 5 | -0.8 | 1.8 |
| CN(c1ccc(C(=O)Nc2ccccc2Sc2ccccc2)cc1)S(C)(=O)=O | 8 | 0.5 | -9 | 0 | 9 | -4 | 0.9 | -4 | -1.0 | 0.3 |
| CN(c1ccccc1)S(=O)(=O)c1ccc(Cl)nc1 | 5 | 4.1 | 19 | 0 | -19 | -2 | 0.0 | 4 | -1.6 | 1.5 |
| O=C(c1ccc(N2C(=O)c3ccccc3C2=O)cc1)N1CCCCC1 | -5 | -1.1 | 3 | -1 | -3 | 9 | -1.0 | 4 | -0.6 | 0.2 |
| Cc1c2c(cc3c1[nH]c1ccccc13)C=NCC2 | -10 | 6.1 | -4 | 0 | 4 | -9 | . | -13 | -2.3 | . |
| Cc1ccccc1CN1CCNC(=O)C1CC(=O)NCCC1=CCCCC1 (centres undefined) | -3 | 1.5 | -6 | 2 | 6 | -1 | -3.1 | 7 | -2.7 | 0.6 |
| CC(=O)Nc1cc(F)c2c(c1F)Cc1cc(F)ccc1-2 | -3 | 1.0 | -12 | 0 | 12 | -6 | . | 50 | -1.3 | . |
| Cc1ccc(N(CC(=O)NCC2CCCO2)C(=O)CCC(=O)Nc2nccs2)cc1 (centres undefined) | -5 | 4.2 | 23 | 0 | -23 | -5 | 0.6 | 3 | 0.0 | 2.5 |
| CCOn1c(-n2nc(C)cc2C)nc2ccccc2c1=O | -2 | -0.2 | 17 | -5 | -17 | 26 | -6.5 | 2 | -0.2 | -3.7 |
| Cc1onc(-c2ccccc2)c1C(=O)NNC(=S)NC(=O)c1ccc(Cl)cc1Cl | -8 | 0.6 | 6 | 3 | -6 | 3 | -2.5 | 5 | 0.1 | 4.5 |
| O=C(Nc1ccccc1)Nc1cc(OCC(F)(F)F)cc(OCC(F)(F)F)c1 | -3 | 16* | -92 | -4 | 92* | -5 | . | -85 | -3.0 | . |
| O=C(/C(=C(/[O-])c1ccccc1)[n+]1ccccc1)c1ccc([N+](=O)[O-])cc1 | 1 | 6.7 | 30 | -2 | -30 | -2 | 1.8 | -6 | -0.7 | -1.5 |
| CCOC(=O)C1CCCN(S(=O)(=O)c2ccc3c(c2)N(C(C)=O)CCO3)C1 (centres undefined) | -1 | 0.2 | 24 | -2 | -24 | -2 | -1.7 | 2 | -2.3 | 1.2 |
| CCS(=O)(=O)Nc1cccc(C2=NN(S(C)(=O)=O)C(c3cccs3)C2)c1 (centres undefined) | -2 | 3.5 | -24 | 2 | 24 | -6 | 1.4 | 15 | -1.3 | 1.2 |
| CCOC(=O)N=S(=O)(Oc1ccc([N+](=O)[O-])cc1)c1ccccc1 (centres undefined) | 1 | 1.7 | 2 | . | -2 | 1 | -2.5 | . | . | 2.3 |
| O=C(NC1CC(=O)N(c2ccc(F)cc2)C1)N1CCN(C(=O)c2ccco2)CC1 (centres undefined) | 1 | 1.3 | 14 | -1 | -14 | 11 | 0.3 | -5 | -0.1 | -1.5 |
| Cc1ccc(C2/C(=C(\O)c3ccc4c(c3)OCCO4)C(=O)C(=O)N2CC2CCCO2)cc1 (centres undefined) | 1 | 2.0 | . | 0 | -5 | 0 | . | -12 | -2.1 | . |
| O=C(CNc1cccc(Cl)c1)NNC(=S)NCc1ccccc1 | -2 | 3.2 | -10 | -1 | 10 | -1 | 2.5 | -6 | -0.1 | 2.0 |
| COc1ccc(-c2oc3ccc(-c4ccc5c(c4)OCO5)cc3c2C#CC2(O)CCCCC2)cc1 | 0 | 0.8 | -84 | -14 | 84* | 0 | -2.5 | -10 | 1.1 | 0.8 |
| CCN(CC(=O)NC1CCS(=O)(=O)C1)c1ccc(S(=O)(=O)N(CC)CC)cc1[N+](=O)[O-] (centres undefined) | -2 | 1.5 | 10 | 1 | -10 | -3 | 0.4 | -7 | -0.4 | 1.3 |
| CCOC(=O)Cn1c(=NC(=O)CSC(C)=O)sc2cc(F)ccc21 | -4 | 2.4 | -41 | 1 | 41 | 2 | 0.3 | -18 | -0.4 | -3.7 |
| O=C(CNC(=O)N1CC(=O)Nc2ccccc21)Nc1ccc(Cl)cc1 | 0 | 0.7 | 1 | -3 | -1 | -4 | -0.4 | 1 | -3.2 | 0.4 |
| CCC(=O)Nc1nc2nc(C)cc(=O)n2[nH]1 | -7 | 2.3 | 20 | . | -20 | -5 | 2.8 | -1 | 0.1 | 0.3 |
| COc1ccc(C(=O)Nc2ccc(NC(=O)c3ccccc3OC)nc2)cc1 | -6 | -0.9 | -79 | 0 | 79* | -1 | -1.3 | 1 | -2.0 | 2.3 |
| Cc1ccc(-c2nc(CSCC(=O)N3CCN(C(=O)c4ccco4)CC3)c(C)o2)cc1 | 3 | 1.8 | -45 | -2 | 45 | 6 | -0.7 | -11 | -0.9 | 2.4 |
| COc1cc(C(C(=O)NC2CCCC2)N(C(=O)c2ccco2)c2ccccc2C(C)=O)cc(OC)c1OC (centres undefined) | 2 | 0.3 | -2 | -2 | 2 | -9 | -0.4 | -2 | -1.5 | 3.0 |
| O=C(c1cc([N+](=O)[O-])cc([N+](=O)[O-])c1)N1CCCc2ccccc21 | -2 | 2.7 | -66 | -3 | 66 | -4 | -0.5 | 13 | 0.2 | 0.0 |
| OC(COc1c(F)cc(Br)cc1F)CN1CCc2ccccc2C1 (centres undefined) | -4 | 1.1 | -7 | 0 | 7 | 1 | 1.4 | . | -2.2 | 6.0 |

Carrying on:
Structure	Tat transport	phage Ecoli inh	SR-BI DiI-HDL act	Wnt act	SR-BI HDL uptake	CAL PDZ FP-1	E coli growth	MITF act	CAL PDZ FP-2	AddAB inh
Cc1ccc2nc(-c3ccco3)c(Nc3ccccc3)n2c1	3	2.6	-9	.	9	-2	0.9	7	0.2	1.6
CCn1cc(/C=N\NC(=O)c2cc(-c3ccccc3OC)nc3ccccc23)c(C)n1	-1	6.3	-65	-3	65	-4	-0.8	-3	-2.1	0.2
C#CCn1c(=NC(=O)c2ccc(S(=O)(=O)N3CCCc4ccccc43)cc2)sc2cc(S(N)(=O)=O)ccc21	2	2.7	-10	-5	10	-2	-0.5	-4	-2.1	-0.3
COc1ccc2cc3cc(C(=O)NCCC(C)C)oc3nc2c1	-16	-0.2	3	7	-3	-3	2.1	32	-0.8	-0.5
Cc1ccc(C(C(=O)NC2CCCC2)N(Cc2ccc(F)cc2)C(=O)c2snc(C(N)=O)c2N)o1 (centres undefined)	-3	2.6	-13	1	13	-2	-0.6	-8	-2.3	-0.4
CCOC(=O)NC1CCc2cc(OC)c(OC)c(OC)c2-c2ccc(SC)c(=O)cc21 (centres undefined)	8	3.1	16	-9	-16	-7	.	-33	-0.8	.
O=S(=O)(c1cccc(-c2cn3cc(Cl)ccc3n2)c1)N1CCOCC1	-10	0.7	11	-2	-11	.	0.1	-5	-1.0	3.6
CCN1/C(=C/c2sc(-c3ccccc3C)c[n+]2C)Sc2ccccc21	-6	7.4	-51	-2	51	6	.	-85	1.1	.
CCCc1ccc(Oc2c(-c3ccc(O)c(C)c3O)n[nH]c2C)cc1	-1	1.1	-1	-8	1	-4	5.0	.	-1.8	2.6
Cn1c(N)c(C(=O)CCl)c(=O)n(Cc2ccccc2)c1=O	2	-1.4	22	-3	-22	-2	-1.4	-11	0.3	-0.5

New compounds follow.
Structure	Tat transport	phage Ecoli inh	SR-BI DiI-HDL act	Wnt act	SR-BI HDL uptake	CAL PDZ FP-1	E coli growth	MITF act	CAL PDZ FP-2	AddAB inh
N/C(=N\OS(=O)(=O)c1ccc2ccccc2c1)c1ccncc1	-5	2.7	-5	-1	5	-1	0.0	-1	-0.1	3.5
CCN(C(=O)CSc1nnc(SC)s1)c1c(N)n(Cc2ccccc2)c(=O)[nH]c1=O	-2	0.3	4	-2	-4	-3	0.6	4	-3.2	3.5
Cn1c(C(=O)N2CCN(c3ccc(F)cc3)CC2)cc2ccccc21	2	2.4	7	-1	-7	2	-0.8	.	-0.3	1.8
COCCNC(=O)/C(C#N)=C/c1ccc(O)c([N+](=O)[O-])c1	5	-1.1	25	1	-25	1	0.8	4	-0.2	-1.2
CCN1CCCC1Cn1cnc2c([nH]c3cccc(Cl)c32)c1=O (centres undefined)	-4	0.1	-7	.	7	0	-1.1	-7	-0.7	0.9
CC/C(=C1/C(=O)CC(C)(C)C(C(=O)OC)C1=O)N1CCCC1 (centres undefined)	1	3.2	11	-1	-3	-4	4.4	10	0.3	6.6
COc1ccc(/C=N/Nc2ncnc3sc4c(c23)CCCC4)cc1O	-8	0.8	-40	12	40	-5	2.4	16	0.4	5.1
CC1CC(=O)c2cnc(Nc3cccc(C(F)(F)F)c3)nc2C1 (centres undefined)	-7	3.8	13	.	-13	.	1.6	.	-1.3	3.3

Structures above that contain two or more sulfur atoms, in the order listed:
Structure	Tat transport	phage Ecoli inh	SR-BI DiI-HDL act	Wnt act	SR-BI HDL uptake	CAL PDZ FP-1	E coli growth	MITF act	CAL PDZ FP-2	AddAB inh
CN(c1ccc(C(=O)Nc2ccccc2Sc2ccccc2)cc1)S(C)(=O)=O	8	0.5	-9	0	9	-4	0.9	-4	-1.0	0.3
CCS(=O)(=O)Nc1cccc(C2=NN(S(C)(=O)=O)C(c3cccs3)C2)c1 (centres undefined)	-2	3.5	-24	2	24	-6	1.4	15	-1.3	1.2
CCN(CC(=O)NC1CCS(=O)(=O)C1)c1ccc(S(=O)(=O)N(CC)CC)cc1[N+](=O)[O-] (centres undefined)	-2	1.5	10	1	-10	-3	0.4	-7	-0.4	1.3
CCOC(=O)Cn1c(=NC(=O)CSC(C)=O)sc2cc(F)ccc21	-4	2.4	-41	1	41	2	0.3	-18	-0.4	-3.7
C#CCn1c(=NC(=O)c2ccc(S(=O)(=O)N3CCCc4ccccc43)cc2)sc2cc(S(N)(=O)=O)ccc21	2	2.7	-10	-5	10	-2	-0.5	-4	-2.1	-0.3
CCN1/C(=C/c2sc(-c3ccccc3C)c[n+]2C)Sc2ccccc21	-6	7.4	-51	-2	51	6	.	-85	1.1	.
CCN(C(=O)CSc1nnc(SC)s1)c1c(N)n(Cc2ccccc2)c(=O)[nH]c1=O	-2	0.3	4	-2	-4	-3	0.6	4	-3.2	3.5
